Screening results from PubChem BioAssay.
HttQ103 aggreg: mutant huntingtin aggregation inhibition; Potency, µM (top dose mostly 46.1 µM), without a hit: top-dose activity change, negative = inhibition, most hits filed as inhibitors; PC12 HttQ103-GFP aggregates, Acumen cytometry, 40 h; AID 1688; 220,000 compounds, 1.1% hits; further: on the % scale 0 is the no-effect control and ±100 the full control effect; nearly all actives have a fitted effect of over 60% in size
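Ecdysone-promoter PC12 model expressing HTT exon 1 Q103 fused to GFP, induced by tebufenozide at 100 nM final. Compounds titrated; aggregates sized 1–25 µm scored on a 488 nm laser cytometer.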
Tau ThT inhib: tau fibrillization inhibition (ThT binding) | Potency, µM (top dose mostly 57.4 µM), without a hit: at the highest dose activity, negative = inhibition, hits mostly inhibitors | 270,000 compounds, 2.1% hits | P10636 | recombinant tau K18 P301L, heparin-induced fibrillization, ThT fluorescence; further: on the % scale 0 is the no-effect control and ±100 the full control effect; nearly all actives have a fitted effect of over 55% in size
Target sequence (P10636 561-689 P618L limits assumed): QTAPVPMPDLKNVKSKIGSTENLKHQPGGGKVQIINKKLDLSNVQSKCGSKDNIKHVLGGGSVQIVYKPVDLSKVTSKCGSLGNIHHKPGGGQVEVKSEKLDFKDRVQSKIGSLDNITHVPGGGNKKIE
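In this qHTS, human K18 P301L tau is incubated with compound and heparin for 6 hr at 37 C, and Thioflavin T fluorescence then reports fibril load.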
JMJD2E inh: JMJD2E (human) inhibition; B2RXH2; JMJD2E catalytic domain, FDH-coupled NADH fluorescence (FDH is formaldehyde dehydrogenase); Potency, µM (top dose mostly 57.1 µM), inactives show at the highest dose activity change, negative = inhibition, hits mostly inhibitors; 230,000 compounds, 1.6% hits; active means well fitted inhibition curve with a large enough effect, not every such curve was filed as active; inconclusive means small, poorly fitted or top-dose-only effect, or another doubt; inactive means no such curve, though single readings can be large or run the other way;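 further: 0% = wells with enzyme and -100% = buffer wells without enzyme; nearly all actives have a fitted effect of over 50% in size; many of its hits are not listed in these tables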
Target sequence (B2RXH2 1-337 limits assumed): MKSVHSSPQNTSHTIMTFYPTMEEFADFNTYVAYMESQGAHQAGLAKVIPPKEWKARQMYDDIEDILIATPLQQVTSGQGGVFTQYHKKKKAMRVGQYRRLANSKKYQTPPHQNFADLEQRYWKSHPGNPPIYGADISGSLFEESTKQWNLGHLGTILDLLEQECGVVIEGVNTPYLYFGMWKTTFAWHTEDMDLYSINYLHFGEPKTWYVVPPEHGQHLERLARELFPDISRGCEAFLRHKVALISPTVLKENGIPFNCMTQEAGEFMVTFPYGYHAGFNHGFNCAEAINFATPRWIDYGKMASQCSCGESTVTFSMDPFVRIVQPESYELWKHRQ
ALDH1A1 inh: inhibitors of human aldehyde dehydrogenase 1A1; Purified ALDH1A1, NADH fluorescence, propionaldehyde substrate; 220,000 compounds, 7.3% hits; Potency, µM (titrated, usually from 75.3 µM), without a hit: at the top dose activity, negative = inhibition, actives largely listed as inhibitors; P00352; AID 1030; active means well fitted inhibition curve with a large enough effect, not every such curve was filed as active; inconclusive means small, poorly fitted or top-dose-only effect, or another doubt; inactive means no such curve, though single readings can be large or run the other way;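 further: plate controls were no enzyme wells and a reference inhibitor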
Target sequence (P00352 whole entry, looked up): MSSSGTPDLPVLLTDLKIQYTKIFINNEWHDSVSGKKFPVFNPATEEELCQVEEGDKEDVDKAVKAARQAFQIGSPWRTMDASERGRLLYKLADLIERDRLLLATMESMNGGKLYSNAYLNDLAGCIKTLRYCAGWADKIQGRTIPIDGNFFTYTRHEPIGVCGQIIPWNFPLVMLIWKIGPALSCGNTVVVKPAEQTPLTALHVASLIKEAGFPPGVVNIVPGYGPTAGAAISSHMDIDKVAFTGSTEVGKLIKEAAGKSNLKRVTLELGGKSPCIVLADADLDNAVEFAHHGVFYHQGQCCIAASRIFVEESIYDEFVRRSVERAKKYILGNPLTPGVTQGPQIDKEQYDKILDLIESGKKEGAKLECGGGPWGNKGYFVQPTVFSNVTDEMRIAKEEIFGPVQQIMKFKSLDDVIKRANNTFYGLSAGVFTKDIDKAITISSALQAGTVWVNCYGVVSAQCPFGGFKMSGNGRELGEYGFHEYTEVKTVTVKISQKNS
HTT ATP protect: cytoprotection in Huntington HTT-Q103 PC12 cell model | PC12 HTT-Q103 induced, cytoprotection, ATP luminescence, 40 h | Potency, µM (titrated, usually from 56.4 µM), without a hit: cytoprotection (ATP increase), most hits filed as activators | 230,000 compounds, 0.14% hits;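 further: % of control where 0% means no effect; nearly all actives have a fitted effect of over 45% in size; toxic huntingtin expression switched on by the ecdysone agonist tebufenozide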
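Compounds were screened for protection of PC12 cells against cell death after tebufenozide induction (100 nM final) of mutant Huntingtin exon 1 (Q103) fused to GFP.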
Tau fluor counter: counter-screen for tau fibril formation inhibitors; tau K18 P301L Alexa594 fluorescence, heparin fibrillization; Potency, µM (series often up to 57.7 µM), inactives show at the highest dose activity change, negative = decrease; 280,000 compounds, 0.93% hits; AID 1463; further: on the % scale 0 is the no-effect control and ±100 the full control effect; nearly all actives have a fitted effect of over 55% in size
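Human tau K18 P301L (15 uM unlabeled, 0.24 uM Alexa 594-labeled) in 100 mM sodium acetate pH 7 with 20 uM heparin, 6 hr at 37 C. ThT 30 uM added, 1 hr ambient; Alexa 594 FP and total fluorescence read at 555/632 nm.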
Tau FP inhib: blocks human tau fibril formation measured by polarization. Potency, µM (titrated, usually from 57.7 µM), without a hit: top-dose activity, negative = inhibition, usual class: inhibitors. P10636. 280,000 compounds, 0.39% hits. K18 P301L tau heparin fibrillization, Alexa594 FP, 6 h. AID 1468; further: on the % scale 0 is the no-effect control and ±100 the full control effect; nearly all actives have a fitted effect of over 55% in size
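FP of Alexa 594-tau after heparin (20 uM) induction. Substrate: human K18 P301L, 15 uM unlabeled, 0.24 uM labeled. Buffer 100 mM sodium acetate pH 7. 6 hr, 37 C.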
SMN2 splice enh: increases expression of the SMN2 splice variant. HEK293 SMN2-luciferase splicing reporter, luminescence, 30-36 h. Potency, µM (highest dose often 46.1 µM), without a hit: top-dose activity change, positive = activation, usual class: activators. 210,000 compounds, 2.8% hits; further: % of control where 0% means no effect; nearly all actives have a fitted effect of over 55% in size
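qHTS luciferase splicing reporter: luminescence rises when SMN2 exon 7 is included in transfected HEK293 cells. Compound exposure lasted 30-36 h at 37C, with 4.5 mM final sodium butyrate as control, followed by a ONE-Glo read.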
An asterisk follows results filed as active; u = inconclusive; x = not tested or not shown; [ ] = dose if it differs, or a comment. Unless noted, the call rests on the fitted dose curve; in most records, active means well fitted curve in the direction sought with a large enough effect; inconclusive means small, poorly fitted or top-dose-only effect, or another doubt; inactive means no such curve, though single readings can be large; an effect the other way counts as inactive or inconclusive. Potency means the concentration at half of the fitted maximal effect.

SMILES	HttQ103 aggreg	Tau ThT inhib	JMJD2E inh	ALDH1A1 inh	HTT ATP protect	Tau fluor counter	Tau FP inhib	SMN2 splice enh
Cc1ccc(S(=O)(=O)N(C)C)cc1-n1c(SCC(=O)N(C)C)nc2ccccc2c1=O	8.9%	-1.6%	8.6%	8.0%	-1.9%	0.7%	0.4%	6.7%
COc1ccc(Cn2cnc3c(N)c(C)c(C)cc32)cc1	4.1%	-13.1%	-9.3%	-4.6%	12.4%[10 µM]	-19.7%	-5.0%	-3.8%
CN(Cc1ccon1)C(=O)CCc1nnc(CCCCc2ccccc2)o1	-10.5%[9.22 µM]	-9.0%	7.9%	4.9%	-12.5%[10 µM]	-10.8%	-1.8%	x
O=C(CNC(=S)N(Cc1ccccc1)Cc1ccccc1F)NCCc1ccc(Cl)cc1	u	-2.7%	-1.3%	-10.5%	3.3%[10 µM]	-29.5%	-6.0%	-3.6%
CC(C)(C)NC(=O)CSc1nc2[nH]ncc2c(=O)[nH]1	11.5%	-0.3%	5.5%	4.5%	-16.3%	8.4%	5.8%	8.1%
CC1(C)Oc2ccc3ccc(=O)oc3c2C[C@H]1O	-19.2%[9.22 µM]	3.1%	u	x	-6.5%[10 µM]	5.8%	7.4%	x
COc1cc(NC(C)=O)ccc1-c1cc2ccccc2oc1=O	14.3%[9.22 µM]	6.0%	-17.3%	-1.0%	5.5%[10 µM]	7.9%	3.5%	x
Cc1cccc(N/C(N)=N/c2nc(C(F)(F)F)cc(=O)[nH]2)c1C	10.4%	-3.8%	-7.0%	14.3%	-21.9%[10 µM]	2.2%	4.0%	-3.9%
COC(=O)/C=C\CCc1coc(/C=C\CNC(=O)OC)n1	x	-5.6%[11.5 µM]	x	3.2%[13.5 µM]	-92.7%[inhibitor][10 µM]	-3.8%[11.6 µM]	-8.6%[11.6 µM]	x
COC(=O)N1C2=C(c3ccccc3[C@@H]1CC(=O)Nc1ccc3cc4ccccc4cc3c1)[C@@H]1C(=O)N(c3ccccc3)C(=O)[C@@H]1[C@H](C)C2	x	-9.7%[11.5 µM]	u	-4.9%[13.5 µM]	-2.4%[10 µM]	-14.6%[11.6 µM]	8.0%[11.6 µM]	-2.4%[9.22 µM]
Cc1cc(NCCO)c2cc(O)ccc2n1	5.4%	-1.1%	u	u	-0.9%	-3.1%	-2.0%	-0.3%
Fc1ccc(Cn2c(SCc3ccc(F)c(C(F)(F)F)c3)nnc2C(F)(F)F)cc1	6.1%	-5.9%	-1.5%	1.3%	12.2%	-13.4%	2.8%	-17.5%
COc1ccc(/C=C2/SC(=O)N(CCC(=O)Nc3ccc(C)cc3)C2=O)cc1OC	0.0%	u	1.6%	1.2%	-19.3%[10 µM]	-2.2%	-8.6%	-24.6%
CCN(C(=O)COC(=O)c1cncc(Br)c1)C1CCS(=O)(=O)C1 (stereo unspecified)	-6.0%	-5.4%	-4.4%	2.2%	-45.7%	-3.6%	7.5%	-18.4%
O=C1CC(C(=O)Nc2ccccc2)C2(CCCCC2)O1 (stereo unspecified)	-7.2%	-3.1%	-8.1%	8.1%	-7.3%	-3.9%	1.6%	-1.6%
Cc1ccc(/C=N/N2CCN(c3ccccn3)CC2)o1	-3.0%[9.22 µM]	u	-4.2%	x	12.4%[10 µM]	-7.1%	12.0%	x
COCc1c(C(N)=O)nnn1-c1nonc1N	-8.8%	0.3%	-3.9%	18.2%	27.6%	7.5%	-3.0%	-1.8%
CCCc1cc(C(=O)Nc2cc(Br)ccc2O)no1	-0.5%	-7.5%	-1.3%	4.2%	27.8%	-14.4%	11.0%	u
NNc1nc2sc3c(c2c(=O)n1-c1ccccc1)CCCC3	11.2%[9.22 µM]	u	u	x	12.4%[10 µM]	-20.8%	-10.1%	x
O=C(NCc1ccco1)C1Cc2ccccc2CN1C(=O)c1ccco1 (stereo unspecified)	13.6%	-1.8%	0.2%	0.9%	-12.0%	5.1%	-0.5%	11.0%
CC1(C)CC(C)(c2ccc(O)cc2O)N(c2ccc3ccccc3c2)C(=S)N1 (stereo unspecified)	-22.5%	-7.1%	-4.1%	-1.1%	3.6%[10 µM]	-23.2%	10.6%	0.0%
COc1ccccc1/C=C\C=N\n1c(-c2ccc(Cl)cc2)n[nH]c1=S	29.5%	7.1%	u	35.5µM*	-1.4%[10 µM]	-10.0%	-11.9%	2.5%
CN(C)c1nc(=NCc2ccco2)ss1	0.891µM*	8.91µM*	2.9%	10µM*	-92.4%[inhibitor][10 µM]	-13.5%	14.1µM*	x
Clc1ccc(SCCCCN2CCNCC2)cc1	-7.8%	-10.4%	-4.6%	-3.4%	x	-14.9%	-0.4%	-24.1%
CCCCCCn1c2c(c(=N)c3c1CCC3)CCC2	1.78µM*	5.7%	-2.1%	u	-16.9%[0.074 µM]	11.0%	-2.4%	-84.9%[inhibitor]

Part of the list above with just JMJD2E inh.
mol,JMJD2E inh
O=C(NCc1ccco1)C1Cc2ccccc2CN1C(=O)c1ccco1 (stereo unspecified),0.2%
CC1(C)CC(C)(c2ccc(O)cc2O)N(c2ccc3ccccc3c2)C(=S)N1 (stereo unspecified),-4.1%

Next part.
SMILES	HttQ103 aggreg	Tau ThT inhib	JMJD2E inh	ALDH1A1 inh	HTT ATP protect	Tau fluor counter	Tau FP inhib	SMN2 splice enh
Cc1nn(C)cc1C(C(=O)NC1CCCCC1)N(Cc1ccc(F)cc1)C(=O)c1cnccn1 (stereo unspecified)	-23.1%	-4.3%	-3.4%	10.1%	-13.1%	-2.7%	-0.7%	-3.8%
Cc1ccccc1C(=O)NC(NC(=O)c1ccccc1C)c1cccc([N+](=O)[O-])c1	-12.5%	4.7%	3.3%	4.4%	15.5%[10 µM]	0.8%	-1.9%	-7.9%
Cc1ccc(CN2C(=O)CCSc3ccc(Cl)cc32)cc1	17.8%	-21.3%	-6.9%	u	9.7%	-8.8%	-7.6%	-2.8%
N#CCO/N=C/C(=O)Nc1ccc(F)cc1F	19.8%[9.22 µM]	2.2%	-3.9%	u	-36.8%[inhibitor][1.9 µM]	-0.7%	-3.0%	2.6%
Cc1onc(-c2ccccc2Cl)c1C(=O)Nc1nnc(-c2ccc(Br)cc2)s1	u	u	u	u	-5.0%[10 µM]	-25.3%	-5.5%	-32.7%[inhibitor]
Cc1cc(NC(=O)c2cccc3ccccc23)cc(C)c1OCC(=O)N1CCOCC1	1.3%[9.22 µM]	-16.2%	1.5%	-4.1%	-14.9%	-10.1%	2.5%	-13.2%
Fc1ccc(C2=CC(c3ccco3)n3nnnc3N2)cc1 (stereo unspecified)	-9.4%[9.22 µM]	-19.1%	u	x	-4.9%[10 µM]	-19.0%	-3.9%	x
Cc1cccc(C)c1OCc1nc2ccccc2c(=O)n1/N=C/c1c[nH]c2ccccc12	-17.3%	-4.8%	u	-7.6%	-6.4%[10 µM]	3.55µM*[quencher]	u	x
CCOc1ccc(C(=O)N(Cc2ccc(N(C)C)cc2)C2CCS(=O)(=O)C2)cc1 (stereo unspecified)	-12.5%	-4.4%	-1.8%	12.6µM*	-38.7%[inhibitor][0.074 µM]	-4.5%	13.5%	28.4%
Cc1cccc(NC(=O)CNC(=O)COc2ccc(C(=O)c3ccc(F)cc3)cc2)c1C	5.2%	-1.3%	-5.6%	0.6%	24.8%[10 µM]	-2.4%	-6.3%	-44.5%[inhibitor]
Cc1ccc(-n2c(N)c(C(=O)Nc3ccccc3F)sc2=S)cc1C	-17.8%	-8.3%	-5.0%	10µM*	-7.1%	-28.2%	-8.1%	-49.5%[inhibitor]
FC(F)(F)COc1ccc(-c2nnc(SCc3ccccc3)o2)cn1	0.6%[9.22 µM]	-7.1%	0.5%	3.7%	15.4%[10 µM]	-8.3%	1.5%	x
CCOc1ccccc1N(C(=O)Nc1ccc(Cl)cc1)C1=NCCS1	-12.2%	10.2%	-2.9%	7.9%	1.0%[10 µM]	-16.5%	-2.7%	x
Cc1ccc(N2C(=O)CC3(CCCC3)CC2=O)cc1	-15.4%[9.22 µM]	-0.3%	-1.5%	x	12.0%[10 µM]	7.4%	8.7%	x
COc1ccc(NC2=NC(=S)N(c3cccc(C)c3)C23CCCCC3)cc1	0.7%	-5.0%	-3.8%	7.2%	-5.0%	0.8%	11.8%	-22.5%
O=C(N/N=C\c1ccccc1)c1sccc1-n1cccc1	-7.6%	1.4%	1.2%	u	-15.0%	-5.8%	u	-6.8%
COc1cc(CNCCc2ccc(S(N)(=O)=O)cc2)ccc1OCC(=O)NC(C)(C)C	u	-1.0%	7.2%	7.0%	u	-3.7%	-0.4%	-14.0%
COc1ccc(C)cc1-n1nnnc1SCC(=O)c1cc(C)n(Cc2ccco2)c1C	2.7%	-10.2%	-1.7%	15.8µM*	-4.0%[10 µM]	-17.0%	3.8%	10.6%
Cc1cccc2cc(C(c3nnnn3CC3CCCO3)N3CCCc4ccccc43)c(=O)[nH]c12 (stereo unspecified)	-25.4%	u	-3.5%	1.12µM*	1.9%	-13.6%	-4.0%	-12.3%
COC(=O)N/N=C/c1cn(Cc2ccccc2F)c2ccccc12	-15.0%[9.22 µM]	-17.4%	-2.1%	x	2.8%[10 µM]	u	u	x
COc1cccc(N(CC(=O)N2CCc3ccccc3C2)S(C)(=O)=O)c1	1.4%	-0.6%	-4.5%	3.7%	-22.8%	-6.3%	1.9%	1.2%
CCC(C)NC(=O)Cn1c(=O)n(CCCC(=O)NCc2ccc(C)cc2)c(=O)c2ccccc21 (stereo unspecified)	x	-3.9%	x	x	x	-7.7%	-2.8%	-2.2%

A different layout for 2 compounds above.
Order of values – HttQ103 aggreg, Tau ThT inhib, JMJD2E inh, ALDH1A1 inh, HTT ATP protect, Tau fluor counter, Tau FP inhib, SMN2 splice enh
- Cc1ccc(-n2c(N)c(C(=O)Nc3ccccc3F)sc2=S)cc1C
 : -17.8%, -8.3%, -5.0%, 10µM*, -7.1%, -28.2%, -8.1%, -49.5%[inhibitor]
- O=C(N/N=C\c1ccccc1)c1sccc1-n1cccc1
 : -7.6%, 1.4%, 1.2%, u, -15.0%, -5.8%, u, -6.8%

Some of the compounds tested; the hit share may differ from the screen's.
